Bioassay records: PubChem BioAssay, National Center for Advancing Translational Sciences (NCATS)
RGS12 GoLoco inh: RGS12 GoLoco-Gai1 interaction inhibition; Gai1:RGS12 GoLoco peptide FP, rhodamine, 10 min; AID 880; 230,000 compounds, 0.44% hits; P63096; Potency, µM (titrated, usually from 61.6 µM), without a hit: top-dose activity, negative = inhibition, most hits filed as inhibitors; active = well fitted inhibition curve with a large enough effect, not every such curve was filed as active; inactive = no such curve, though single readings can be large or run the other way; note: % is set by controls: 0 for no effect and ±100 for the full control effect; nearly all actives have a fitted effect of over 30% in size; many of its hits are not listed in these tables
NPSR antag: neuropeptide S receptor (human) antagonism, cAMP | CHO-NPSR cells, cAMP TR-FRET, antagonist mode | 220,000 compounds, 1% hits | AID 1461 | Potency, µM (titrated, usually from 38.3 µM), for the others: at the highest dose activity change, negative = inhibition, hits mostly inhibitors; note: % is set by controls: 0 for no effect and ±100 for the full control effect; nearly all actives have a fitted effect of over 50% in size; many of its hits are not listed in these tables
Target sequence (Q6W5P4 whole entry, looked up): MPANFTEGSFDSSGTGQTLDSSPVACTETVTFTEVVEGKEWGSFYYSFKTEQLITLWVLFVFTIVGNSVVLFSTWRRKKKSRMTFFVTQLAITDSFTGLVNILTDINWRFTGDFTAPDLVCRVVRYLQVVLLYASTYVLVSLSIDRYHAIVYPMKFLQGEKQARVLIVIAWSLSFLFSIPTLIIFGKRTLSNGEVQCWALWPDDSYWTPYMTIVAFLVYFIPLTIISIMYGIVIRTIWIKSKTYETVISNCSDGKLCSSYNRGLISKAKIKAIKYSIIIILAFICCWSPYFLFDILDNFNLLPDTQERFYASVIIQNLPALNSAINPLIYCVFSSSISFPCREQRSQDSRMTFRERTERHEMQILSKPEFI
Luc counter: Kinase-Glo luciferase inhibition (counter-screen). Q27757. Kinase-Glo luciferase, ATP luminescence, 8 min. Potency, µM (series often up to 38.3 µM), for inactives: top-dose activity change, negative = inhibition, hits mostly inhibitors. 200,000 compounds, 0.28% hits; note: % is set by controls: 0 for no effect and ±100 for the full control effect; nearly all actives have a fitted effect of over 60% in size
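Inhibition of Kinase-Glo luciferase light generation was assessed at 10 uM ATP in pH 7.2 imidazole buffer, with luminescence measured after eight minutes at ambient temperature.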
SMN2 splice enh: enhancers of SMN2 splice variant expression; Potency, µM (titrated, usually from 46.1 µM), for inactives: at the highest dose activity change, positive = activation, hits mostly activators; 210,000 compounds, 2.8% hits; HEK293 SMN2-luciferase splicing reporter, luminescence, 30-36 h; AID 1458; note: % of control where 0% means no effect; nearly all actives have a fitted effect of over 55% in size
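HEK293 cells carry an SMN2 minigene-luciferase reporter in which exon 7 inclusion puts luciferase in frame. Cells were seeded at 2000 cells/well, attached for 10-12 hours, then exposed to compounds for 30-36 hours at 37C before ONE-Glo luminescence.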
IMPase Li inh: membrane-permeable IMPase blocker, potentiated with lithium; CHO-M1 cells, IP1 TR-FRET (IP-One), carbachol + lithium; 210,000 compounds, 0.35% hits; Potency, µM (series often up to 59.4 µM), for inactives: top-dose activity, negative = IMPase inhibition, actives largely listed as inhibitors;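 note: IP1 builds up when IMPase is blocked and the TR-FRET signal falls; plate controls were basal vehicle for no effect and high inhibitor control for full effect; nearly all actives have a fitted effect of over 50% in size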
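IP1 accumulation measured by competitive TR-FRET in lysed CHO-M1 cells after 30 min compound exposure at 37C, with a small lithium addition to potentiate weak responses. Hill-equation AC50 from ratio and donor-channel data.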
Epigenetic derep: regulators of epigenetic silencing causing reporter derepression in mouse cells. murine LDR cells, GFP reporter derepression, 30 h. Potency, µM (doses to about 53.9 µM), inactives show at the highest dose GFP activation, actives largely listed as activators. 280,000 compounds, 0.2% hits; note: % of control where 0% means no effect; nearly all actives have a fitted effect of over 60% in size
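Murine LDR cells carrying a silenced, genomically integrated CMV-driven GFP reporter were exposed to compound for 30 hours at 37 C. After PBS washes, GFP-positive cells (20–120 um objects) were counted by laser-scanning microplate cytometry.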
JMJD2E inh: JMJD2E (human) inhibition; B2RXH2; JMJD2E catalytic domain, FDH-coupled NADH fluorescence (FDH is formaldehyde dehydrogenase); Potency, µM (titrated, usually from 57.1 µM), for the others: at the top dose activity change, negative = inhibition, hits mostly inhibitors; 230,000 compounds, 1.6% hits; AID 2147; active = well fitted inhibition curve with a large enough effect, not every such curve was filed as active; inconclusive = small, poorly fitted or top-dose-only effect, or another doubt; inactive = no such curve, though single readings can be large or run the other way;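 note: 0% = wells with enzyme and -100% = buffer wells without enzyme; nearly all actives have a fitted effect of over 50% in size; many of its hits are not listed in these tables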
RECQ1 helicase: blocks DNA unwinding by human RECQ1; RECQ1 DNA unwinding, red fluorescence kinetic read; AID 2549; Potency, µM (doses to about 57.3 µM), without a hit: at the top dose activity, negative = inhibition, hits mostly inhibitors; P46063; 240,000 compounds, 0.54% hits;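 note: plate controls were vehicle for no effect and no enzyme for full effect; nearly all actives have a fitted effect of over 30% in size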
Target sequence (P46063 whole entry, looked up): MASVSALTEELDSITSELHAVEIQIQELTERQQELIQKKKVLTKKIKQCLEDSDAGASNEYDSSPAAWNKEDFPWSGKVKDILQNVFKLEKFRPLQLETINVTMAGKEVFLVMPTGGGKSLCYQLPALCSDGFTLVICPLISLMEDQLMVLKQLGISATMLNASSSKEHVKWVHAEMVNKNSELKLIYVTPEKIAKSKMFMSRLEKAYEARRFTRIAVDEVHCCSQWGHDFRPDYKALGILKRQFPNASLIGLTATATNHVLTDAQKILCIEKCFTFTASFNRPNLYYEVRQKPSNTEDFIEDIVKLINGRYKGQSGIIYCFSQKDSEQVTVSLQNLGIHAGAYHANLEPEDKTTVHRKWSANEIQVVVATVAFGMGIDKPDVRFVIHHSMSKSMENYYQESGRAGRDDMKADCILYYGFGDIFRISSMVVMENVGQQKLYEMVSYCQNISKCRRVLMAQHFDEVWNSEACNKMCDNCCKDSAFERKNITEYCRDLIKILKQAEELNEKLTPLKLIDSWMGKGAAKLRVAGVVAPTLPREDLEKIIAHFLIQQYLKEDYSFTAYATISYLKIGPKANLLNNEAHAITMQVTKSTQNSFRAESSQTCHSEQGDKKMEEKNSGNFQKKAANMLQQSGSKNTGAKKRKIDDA
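50 nM RECQ1T1 preincubated 15 min with compound in Tris pH 8.0 buffer with MgCl2, DTT, Tween-20 and 2.5 ug/ml poly(dI-dC); started with 200 nM TAMRA/BHQ-2 forked duplex and 2 mM ATP. Unwinding read as fluorescence (525/598 nm), two reads 2 h apart.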
Active calls of the source: *; i = inactive; u = inconclusive; x = not tested or not shown; & = joins results of further samples; [ ] = dose if it differs, or a comment. Unless noted, calls come from the whole dose curve; as a rule, active = well fitted curve in the direction sought with a large enough effect; inconclusive = small, poorly fitted or top-dose-only effect, or another doubt; inactive = no such curve, though single readings can be large; an effect the other way counts as inactive or inconclusive. Potency is the fitted concentration of half-maximal effect. A portion of the library; rates above refer to the full screens.

No.	SMILES	RGS12 GoLoco inh	NPSR antag	Luc counter	SMN2 splice enh	IMPase Li inh	Epigenetic derep	JMJD2E inh	RECQ1 helicase
1	CCCn1c(SCC(=O)Nc2nc(C)cs2)nnc1-c1cccnc1	1.5%	0.3%[46.1 µM]	1.9%	10.1%	-0.6%[38.3 µM]	0.8%	15.1%	-0.2%
2	CCOc1ccc2[nH]c(=O)c(CN(Cc3ccco3)Cc3nnnn3Cc3ccccc3)cc2c1	8.1%	-25.8%[46.1 µM]	-0.9%	9.5%	23.9%[38.3 µM]	7.6%	u	i
3	CN1C(=O)NC2(O)C(=O)c3ccccc3C12O (stereo unspecified)	3.4%	1.1%[46.1 µM]	2.3%	-13.0%	-6.0%	1.0%	-2.8%	-2.9%
4	CNC(=O)CSc1nnc(-c2ccccc2F)n1CCc1ccccc1	0.8%	-3.8%[7.67 µM]	x	x	x	-1.4%	-0.1%	0.2%
5	COc1ccc(CNC(=O)COC(=O)/C=C/c2ccc(S(=O)(=O)N3CCOCC3)cc2)cc1	0.8%	1.8%	x	x	-4.1%	0.0%	9.3%	-5.0%
6	CC(C)c1ccc(C(N)=S)cc1	7.8%	-4.5%	3.1%	9.8%	5.7%	-0.2%	3.7%	-6.8%
7	Cc1noc(C)c1CSCc1ccc(Cl)cc1	-9.5%	4.6%	x	x	1.0%	-0.1%	-5.3%	-6.4%
8	COC(=O)c1ccc2c(c1)C(C)(C)C(/C=C/c1ccccc1O)=[N+]2C	i	-11.1%[46.1 µM]	4.47µM*	-93.3%[inhibitor]	31.7%[activator][38.3 µM]	-3.0%	u	-15.3%
9	CC(C)(S)[C@@H](N)C(=O)O	-26.8%&1.9%	3.6%	-0.3%	6.0%	9.9%&-5.0%	1.0%&0.2%	2.24µM*	-5.9%
10	O=C(COC(=O)C(c1ccccc1)c1ccccc1)NCc1ccco1	8.0%	-14.2%	0.0%	8.6%	15.8%	2.1%	4.7%	-9.0%
11	Cc1nc(NC(=O)CN2CCOCC2)sc1-c1ccccc1	1.0%	-8.1%[46.1 µM]	0.0%	8.1%	10.1%[38.3 µM]	-0.1%	10.1%	i
12	O=C(c1cnn2c(C(F)(F)F)cc(-c3ccccc3)nc12)N1CCCc2ccccc21	3.5%	-1.8%[46.1 µM]	0.2%	16.5%	33.8%[activator][38.3 µM]	-1.0%	2.0%	-0.7%
13	CC(C)C(NC(=O)c1cccs1)c1nnc(SCC(=O)Nc2nccs2)n1C (stereo unspecified)	5.9%	-4.4%[46.1 µM]	2.1%	-7.5%	-8.1%[38.3 µM]	-0.8%	3.1%	-9.5%
14	CC(C)(C)C(=O)OCc1nc(-c2ccc(O)c(O)c2)cs1	-28.0%	-45.7%	x	x	x	3.2%	12.6µM*	u
15	NS(=O)(=O)c1ccc(CNC(=O)c2cc(-c3ccccn3)nc3ccc(Cl)cc23)cc1	19.6%	12.6µM*	x	x	u	0.9%	u	i
16	COc1ccc(NC(=S)NCCc2ccccc2OC)c(OC)c1	13.4%	-13.5%[46.1 µM]	18.6%	-5.0%	40.0%[activator][38.3 µM]	-1.0%	-1.9%	i
17	CCOC(=O)CSc1nc(Cc2ccccc2)nc2ccccc12	18.1%	-57.4%	2.4%	-11.5%	-10.7%	-0.2%	-5.7%	i
18	CCc1[nH]nc2c1C1(C(=O)N(Cc3ccccc3)c3ccccc31)C(C#N)=C(N)O2 (stereo unspecified)	0.9%	-9.2%[46.1 µM]	-0.4%	u	21.4%[38.3 µM]	-0.2%	-3.8%	1.0%
19	COc1ccc(OC)c(CCNC(=O)CC2Oc3ccccc3NC2=O)c1 (stereo unspecified)	-11.3%	-11.4%[46.1 µM]	0.7%	21.5%	5.1%[38.3 µM]	-3.1%	-5.5%	-11.4%
20	COc1ccc(OC)c2c(C)cc(C)nc12	8.8%	16.3%	2.7%	3.0%	-9.0%	0.3%	-13.9%	7.5%
21	COc1ccccc1-c1cc2ccccc2[nH]1	1.9%	u	0.8%	12.6µM*	-6.9%	3.5%	u	-2.9%
22	Cc1cccnc1NC(=O)Nc1ccccc1	-5.1%	16.4%	x	x	x	-1.2%	-0.1%	7.6%
23	O=C(Nc1ccc(Cc2ccncc2)cc1)c1ccc(Br)o1	0.7%	-9.0%[46.1 µM]	3.6%	-9.0%	56.0%[activator][38.3 µM]	0.4%	1.2%	-1.7%
24	CCOC(=O)C1Oc2ccccc2C(c2ccoc2)=C1C(=O)OC (stereo unspecified)	5.4%[88.7 µM]	x	2.3%[39.9 µM]	x	5.1%	6.8%	x	i

Full records, looked up by structure.
Shown for O=C(Nc1ccc(Cc2ccncc2)cc1)c1ccc(Br)o1 → RGS12 GoLoco inh: 0.7%; NPSR antag: -9.0%[46.1 µM]; Luc counter: 3.6%; SMN2 splice enh: -9.0%; IMPase Li inh: 56.0%[activator][38.3 µM]; Epigenetic derep: 0.4%; JMJD2E inh: 1.2%; RECQ1 helicase: -1.7%
Shown for COc1ccc(NC(=S)NCCc2ccccc2OC)c(OC)c1 → RGS12 GoLoco inh: 13.4%; NPSR antag: -13.5%[46.1 µM]; Luc counter: 18.6%; SMN2 splice enh: -5.0%; IMPase Li inh: 40.0%[activator][38.3 µM]; Epigenetic derep: -1.0%; JMJD2E inh: -1.9%; RECQ1 helicase: i

Other structures follow.
No.	SMILES	RGS12 GoLoco inh	NPSR antag	Luc counter	SMN2 splice enh	IMPase Li inh	Epigenetic derep	JMJD2E inh	RECQ1 helicase
25	CC1CCN(c2cc(=O)n(C3CCCCC3)c(=O)[nH]2)CC1	2.4%	-3.9%[46.1 µM]	2.0%	8.3%	-1.5%[38.3 µM]	-0.8%	-4.1%	i
26	COc1cc2c(C(=O)OCCN(C)C)c(CSc3ccccc3)n(C)c2cc1Br	-0.5%	-51.9%	-5.0%	-15.5%	8.1%	-1.1%	2.7%	-10.6%
27	COc1cc(O)c(/C=N/NC(=O)c2ccncc2)c(OC)c1[N+](=O)[O-]	6.5%	-15.7%	0.3%	20.8%	-3.5%	1.1%	22.4µM*	-6.3%
28	Cc1nn(C)c(C)c1CNC(=O)Nc1cccc(Cl)c1C	2.3%	29.8%	-0.6%	5.6%	2.9%	-5.7%	-1.0%	i
29	CC(C)(C)NCC(O)CON=C1c2ccccc2-c2ccccc21 (stereo unspecified)	11.3%	9.9%	4.2%	-47.6%[inhibitor]	-12.0%	-0.1%	-5.5%	25.2%
30	O=c1c2ccccc2nc2c3ccccc3ncn12	4.2%	-3.6%[46.1 µM]	-4.3%	-12.2%	-6.3%[38.3 µM]	-1.4%	u	-2.5%
31	NC(=O)C1CCN(C(=O)COc2ccc3ccccc3c2)CC1	12.3%	16.3%[46.1 µM]	3.4%	-0.4%	-3.9%	-2.0%	4.5%	-3.4%
32	COc1ccc(-n2c(C)c(C(=O)O)c3cc(OC)c4ccccc4c32)cc1	0.0%	u	x	x	x	0.1%	u	-5.2%
33	COc1ccccc1NS(=O)(=O)c1cccc(C(=O)N/N=C/c2cn(-c3ccccc3)nc2-c2ccccc2)c1	-7.5%	-8.8%	-0.2%	-24.3%	-1.7%	-1.8%	u	-1.7%
34	CS(=O)(=O)c1ccc(CNC(=O)[C@H]2C[C@@H]2[C@H](NP(=O)(c2ccccc2)c2ccccc2)c2ccccc2)cc1	0.7%	x	2.2%	-1.4%	-5.8%	5.4%	3.9%	-2.0%
35	O=C(Nc1cccc(C(F)(F)F)c1)/C(=C\c1ccco1)NC(=O)c1cccs1	18.4%	1.8%	-1.6%	-6.6%	5.0%	u	u	-11.9%
36	O=C(NCCN1CCOCC1)C1CCN(S(=O)(=O)N2CCCCC2)CC1	5.2%	13.0%[46.1 µM]	-2.2%	-4.7%	-6.6%[38.3 µM]	-2.8%	1.0%	-2.1%
37	CN(c1ccccc1)S(=O)(=O)c1ccc(NC(=S)Nc2ccccc2)cc1	13.9%	-6.0%[46.1 µM]	-1.2%	-3.5%	-9.0%[38.3 µM]	-0.9%	5.4%	-26.8%
38	Cc1ccc(OCC(=O)Nc2ccccc2F)cc1C	14.6%	-11.7%	-5.3%	x	-6.0%	1.8%	-19.5%	i
39	CCNc1ccc(Br)cc(C(=O)/C=C/c2ccc(Cl)cc2Cl)c1=O	102.1%[activator]	-17.4%[46.1 µM]	-3.6%	-109.6%[inhibitor]	15.6%	u	-17.5%	-12.5%
40	COCCNC(=O)/C(C#N)=C/c1ccc(OCc2ccccc2)cc1	15.8%	-2.4%	-8.0%	x	8.6%	1.1%	32.6%[activator]	-11.8%
41	CCC(=O)c1ccc(N2CCN(C(=O)c3cc([N+](=O)[O-])ccc3N3CCN(C)CC3)CC2)c(F)c1	-11.4%	-10.5%[46.1 µM]	-3.2%	-19.4%	18.3%[38.3 µM]	0.0%	-0.1%	5.8%
42	Cc1ccc(C(=O)OCc2nnc(-c3ccc(Br)cc3)o2)cc1	17.5%	11.5%	0.5%	-5.1%	7.8%	0.9%	0.1%	-8.8%
43	CC(=O)OCc1c(C(F)(F)F)nn(C)c1Oc1ccccc1	3.3%	-5.8%[46.1 µM]	5.9%	14.0%	0.8%	0.0%	2.2%	-5.2%
44	COc1cccc(-c2nc(C(N)=O)c3[nH]c(=O)n(-c4cccc(Cl)c4)c3n2)c1OC	-7.3%	-14.0%[46.1 µM]	1.0%	11.3%	11.9%[38.3 µM]	1.3%	-28.7%	-10.4%
45	OC(C#CCN1CCOCC1)(c1ccccc1)C1CCCCC1 (stereo unspecified)	-25.2%	-6.4%[46.1 µM]	0.2%	-0.8%	21.7%[38.3 µM]	-0.4%	-26.6%	-10.8%
46	Cc1cc(C)cc(N(CC(=O)Nc2c(C)n(C)n(-c3ccccc3)c2=O)S(C)(=O)=O)c1	-6.3%	-0.6%[46.1 µM]	-4.8%	-10.2%	-18.1%[38.3 µM]	0.0%	-0.3%	i

Some of these compounds in order of their number in JMJD2E inh, lowest first.
No. | molecule | JMJD2E inh
44 | COc1cccc(-c2nc(C(N)=O)c3[nH]c(=O)n(-c4cccc(Cl)c4)c3n2)c1OC | -28.7%
39 | CCNc1ccc(Br)cc(C(=O)/C=C/c2ccc(Cl)cc2Cl)c1=O | -17.5%
42 | Cc1ccc(C(=O)OCc2nnc(-c3ccc(Br)cc3)o2)cc1 | 0.1%
43 | CC(=O)OCc1c(C(F)(F)F)nn(C)c1Oc1ccccc1 | 2.2%
37 | CN(c1ccccc1)S(=O)(=O)c1ccc(NC(=S)Nc2ccccc2)cc1 | 5.4%
